Assay outcomes (PubChem BioAssay)
Mcl1 Bid PPI = Mcl-1/Bid interaction inhibition; inhibition, % at 21.7 µM; actives 0.97% (n = 220,000); TR-FRET Mcl-1/Bid-Dy647 peptide binding, 1536-well; Q07820; AID 1021;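 active = compounds that cut the binding signal by more than half at the single screening dose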;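 also: His-tagged Mcl-1 with europium anti-His antibody binding Bid BH3 peptide; 0% = Mcl-1 plus peptide wells and 100% = peptide-only wells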
Target sequence (Q07820 whole entry, looked up): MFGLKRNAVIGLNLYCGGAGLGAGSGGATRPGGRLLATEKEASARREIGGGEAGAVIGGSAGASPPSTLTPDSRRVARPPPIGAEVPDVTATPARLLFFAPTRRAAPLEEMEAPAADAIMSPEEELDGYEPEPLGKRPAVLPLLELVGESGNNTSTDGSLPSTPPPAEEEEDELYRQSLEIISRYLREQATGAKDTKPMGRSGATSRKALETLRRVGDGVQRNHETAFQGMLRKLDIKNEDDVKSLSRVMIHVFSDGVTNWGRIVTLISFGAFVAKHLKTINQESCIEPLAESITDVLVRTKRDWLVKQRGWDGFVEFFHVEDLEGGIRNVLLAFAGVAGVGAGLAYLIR
Mcl1-Noxa inh = disrupts binding of human Mcl-1 to Noxa peptide; Q07820; TR-FRET Mcl-1/Noxa peptide binding, 2 h; inhibition, % at 21.7 µM; actives 1.5% (n = 220,000); AID 1022;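 active = compounds that cut the protein-peptide binding signal by more than 50% relative to plate controls in a single-dose test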;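 also: His-tagged Mcl-1 with rhodamine Noxa BH3 peptide and terbium anti-His antibody; 0% = Mcl-1 plus Noxa peptide wells and 100% = peptide-only wells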
Rab7 wt modul = dog Rab7 wildtype GTP binding, inhibitors and activators | GST-Rab7 beads, fluorescent GTP binding, flow cytometry; actives lie on both sides; untreated = 100%, excess cold GTP = 0% | GTP binding activity (percent of control), % at 10 µM | actives 0.055% (n = 190,000) | AID 758;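 active = fluorescent GTP binding to Rab7 beads changed by at least 20 points from the 100% baseline, either direction, mostly lower; inconclusive = compound itself probably fluorescent, or too few beads counted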;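 also: median green fluorescence of bound Bodipy-FL-GTP per Rab7 bead population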
HRas wt GTP bind = modulators of GTP binding to human HRas wildtype. GST-Ras wt beads, Bodipy-FL-GTP binding, flow cytometry; actives lie on both sides. P01112. actives 0.14% (n = 190,000). GTP binding activity, % at 10 µM;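 active = GTP binding activity at least 20% away from the 100% baseline, either lowered as inhibitor or raised as activator; inconclusive = flagged as likely green fluorescent, judged across all proteins in the well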;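 also: 0% = unlabeled GTP competition control and 100% = no-compound control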
Target sequence (P01112 whole entry, looked up): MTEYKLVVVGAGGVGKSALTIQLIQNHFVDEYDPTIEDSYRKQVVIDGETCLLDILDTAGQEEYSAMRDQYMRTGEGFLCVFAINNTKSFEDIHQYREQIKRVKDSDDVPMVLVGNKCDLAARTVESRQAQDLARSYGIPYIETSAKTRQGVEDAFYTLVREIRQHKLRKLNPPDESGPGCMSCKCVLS
RGS8-Gao reg = modulates binding of RGS8 to human Galphao. P09471. response (percent of control binding), % at 10 µM. multiplexed bead flow cytometry; actives lie on both sides. actives 0.34% (n = 220,000). AID 1423; in the data active = response below about 60% or above about 140%; inactive = in between;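 also: Galphao activated as the GDP aluminium fluoride complex binding bead-coupled RGS8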
Target sequence (P09471 whole entry, looked up): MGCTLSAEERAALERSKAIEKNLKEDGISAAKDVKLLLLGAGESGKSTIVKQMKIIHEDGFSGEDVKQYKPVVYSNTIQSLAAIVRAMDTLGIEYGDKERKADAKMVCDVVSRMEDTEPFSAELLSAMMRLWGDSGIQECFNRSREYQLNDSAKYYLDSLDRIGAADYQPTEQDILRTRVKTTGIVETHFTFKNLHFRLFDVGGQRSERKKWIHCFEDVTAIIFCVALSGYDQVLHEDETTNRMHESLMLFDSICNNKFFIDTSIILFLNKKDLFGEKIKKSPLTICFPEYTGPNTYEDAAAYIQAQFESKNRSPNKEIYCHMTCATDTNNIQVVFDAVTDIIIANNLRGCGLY
Cdc42 wt = modulators (inhibitors or activators) of GTP binding to human Cdc42 wildtype; percent activity (GTP binding), % at 10 µM; GST-Cdc42 beads, Bodipy-GTP binding, flow cytometry; actives lie on both sides; AID 761; actives 0.2% (n = 190,000); P60953;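 active = percent activity GTP binding at least 20 points away from the 100% baseline, either down as inhibitor or up as activator; inconclusive = compound flagged as likely green fluorescent from well-wide comparison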;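 also: median bead fluorescence of bound Bodipy-FL-GTP at 100 nM; 0% = excess unlabeled GTP control and 100% = no compound control; below 100% means less GTP binding so inhibitor and above means activator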
Rab2A wt mod = changes GTP binding to wildtype dog Rab2A, up or down; GTP binding activity, % at 10 µM; GST-Rab2 wt beads, Bodipy-GTP binding, flow cytometry; P61105; actives 0.19% (n = 190,000); AID 760;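 active = GTP binding activity at least 20 points away from 100%, either lowered or raised; inconclusive = signal likely due to the compound's own green fluorescence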;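 also: 0% = beads with excess unlabeled GTP and 100% = no-compound control corrected for plate trend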
Pf gamet viab = inhibitors of late stage P. falciparum gametocyte viability; P. falciparum stage V gametocytes, ATP luminescence, 24 h; inhibition, % at 10.9 µM; actives 0.065% (n = 150,000); AID 743093;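 active = inhibition above the mean plus 3 SD of compounds within the control limits, set per campaign, cut at about 38% in these data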;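 also: 0% = DMSO wells and 100% = medium only without gametocytes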
Rac1 mut GTP = human Rac1 activated mutant GTP binding change; GST-Rac1 activated beads, fluorescent GTP binding, flow cytometry; actives lie on both sides; 100% means binding = to untreated wells; percent activity (GTP binding), % at 10 µM; actives 0.11% (n = 190,000); AID 764;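 active = GTP binding at least 20 percentage points away from the 100% baseline, in either direction, so actives lie on both sides; inconclusive = Compound likely fluorescent itself, or too few beads counted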
Rac1 wt modul = alters GTP binding to wildtype human Rac1; AID 757; GTP binding activity (% of control), % at 10 µM; actives 0.27% (n = 190,000); GST-Rac1 beads, fluorescent GTP binding, flow cytometry; actives lie on both sides; 0 = cold GTP competed, 100 = untreated;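 active = GTP binding activity at least 20 points away from the 100% control level, either lower or higher; inconclusive = compound flagged as likely green fluorescent, judged across all proteins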
Bim-Mcl-1 = inhibitors of Bim-Mcl-1 interaction, human. Q07820. Bead-based flow cytometry, Bim peptide-Mcl-1 binding. inhibition, % at 10 µM. actives 0.1% (n = 190,000). AID 1009; in the data active = inhibition above about 40%;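 also: 0% = no compound tracer wells and 100% = peptide blocker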
* = called active by the depositor; ? = inconclusive; nt = not tested or not shown.

SMILES | Mcl1 Bid PPI | Mcl1-Noxa inh | Rab7 wt modul | HRas wt GTP bind | RGS8-Gao reg | Cdc42 wt | Rab2A wt mod | Pf gamet viab | Rac1 mut GTP | Rac1 wt modul | Bim-Mcl-1
O=C(O)c1cccc(NC(=S)NC(NC(=O)c2ccccc2[N+](=O)[O-])C(Cl)(Cl)Cl)c1 (stereo not given) | 0 | 6 | 103 | 94 | 102 | 97 | 92 | -7 | 90 | 91 | -2
O=C(NCCCn1ccnc1)c1cc(C2CC2)on1 | -1 | 20 | 100 | 102 | 102 | 103 | 102 | nt | 101 | 107 | -1
C[N+](C)(C)CCCC(=O)c1ccc2c(c1)OCO2 | -4 | 9 | 100 | 100 | 101 | 101 | 101 | -21 | 101 | 98 | -2
CSc1nc(C)c(Cl)c(C)c1C#N | -12 | 1 | 99 | 100 | 105 | 100 | 98 | nt | 101 | 101 | 1
Cc1cc(C)cc(OCC(=O)OCC(=O)Nc2ccc(Cl)cn2)c1 | 3 | -8 | 104 | 100 | 107 | 101 | 101 | -9 | 98 | 101 | -2
CCN(CC)S(=O)(=O)c1ccc(C)c(NC(=O)COc2ccc3c(C)cc(=O)oc3c2)c1 | 6 | 10 | 101 | 99 | 99 | 104 | 100 | nt | 98 | 102 | 0
COc1cccc(-n2c(SCC(=O)Nc3cc(C)on3)nc3ccccc3c2=O)c1 | -15 | 13 | 103 | 99 | 101 | 99 | 100 | -11 | 100 | 103 | 0
CCCCCCCC(=O)N/N=C/c1cccnc1 | -10 | -1 | 103 | 103 | 103 | 106 | 101 | nt | 101 | 105 | -4
COc1ccccc1N1CCN(Cc2nc3ccsc3c(=O)[nH]2)CC1 | -1 | 17 | 97 | 95 | 106 | 96 | 94 | 18 | 92 | 93 | -1
COc1cc(OC)c(NC(=O)CCNC(=O)Cn2ccc3ccccc3c2=O)cc1Cl | -15 | -5 | 108 | 105 | 102 | 104 | 105 | nt | 101 | 104 | -1
CC(C)CCNC(=O)CCn1nc(-c2ccccc2)ccc1=O | -14 | 9 | 96 | 97 | 100 | 100 | 98 | 2 | 96 | 98 | -1
CC(NC(=O)NC12CC3CC(CC(C3)C1)C2)c1ccc2c(c1)OCO2 (stereo not given) | -17 | -4 | 96 | 95 | 101 | 95 | 96 | 5 | 93 | 96 | 0
O=C(NCC(c1cccnc1)N1CCOCC1)c1cccs1 (stereo not given) | -18 | -11 | 104 | 105 | 97 | 105 | 104 | -7 | 101 | 107 | -3
Cc1cc(Cl)ccc1NC(=O)COC(=O)c1nc2nccc(C)n2n1 | -13 | 8 | 106 | 102 | 97 | 98 | 102 | -2 | 100 | 101 | -1
CCn1c(C)c(C(C)=O)c(SC)nc1=S | -80 | 9 | 101 | 99 | 92 | 104 | 102 | 1 | 99 | 107 | -6
O=C(CNc1cccc(C(F)(F)F)c1)N/N=C/C1CCCCC1 | -13 | 5 | 98 | 101 | 100 | 102 | 98 | 24 | 98 | 104 | -2
O=C(Nc1cccnc1N1CCOCC1)c1ccco1 | -5 | -8 | ? | ? | 97 | ? | ? | nt | ? | ? | 0
COc1ccc(-c2noc(CNC(=O)Nc3ccc(F)cc3)n2)cc1 | -15 | 2 | 92 | 93 | 101 | 92 | 92 | 1 | 92 | 96 | 0
Cc1cccc(NC(=O)CSc2nnnn2-c2cccnc2)c1 | -8 | -5 | 101 | 101 | 101 | 100 | 98 | nt | 99 | 101 | 0
CCOc1cc(/C=N/n2cnnc2)cc(Br)c1O | -45 | 44 | 94 | 94 | 104 | 96 | 94 | nt | 94 | 96 | -4
Cc1oc(=O)c(NC(=O)c2ccccc2)cc1C(=O)c1ccccc1 | -36 | -1 | 96 | 99 | 93 | 98 | 95 | 7 | 96 | 98 | -12
O=c1ccccn1Cc1ccccc1F | -13 | 9 | 100 | 101 | 100 | 101 | 101 | nt | 99 | 100 | 1
CCNCc1ccc(OCc2ccccc2F)c(OC)c1 | -4 | 5 | 108 | 95 | 102 | 105 | 93 | 19 | 94 | 95 | -1
CC1(C)CC(=O)c2cc(OCC(=O)NCc3cccnc3)ccc2O1 | 3 | 14 | 97 | 97 | 105 | 97 | 96 | nt | 96 | 97 | -2
O=C(Nc1ccccc1)C1=C[C@H](c2ccc3c(c2)OCO3)C[C@H](OCCCCO)O1 | -4 | -10 | 99 | 97 | 97 | 98 | 97 | 13 | 96 | 95 | -2
COc1ccc2c(CC(=O)Nc3c(C)n(C)n(-c4ccccc4)c3=O)coc2c1 | -26 | 14 | 98 | 102 | 102 | 106 | 101 | 12 | 98 | 101 | 0
COC(=O)CNC(=O)c1nn(-c2cccc(OC)c2)c(=O)c2ccccc12 | -18 | 0 | ? | ? | 99 | ? | ? | 2 | ? | ? | 0
COC(=O)Cc1sc(-c2ccccn2)nc1-c1ccccc1 | -13 | -1 | 99 | 96 | 82 | 97 | 98 | -49 | 92 | 99 | -9
CC1=Nc2ccccc2/C1=C/c1sc(=N)n(-c2nccs2)c1O | -115 | -20 | 91 | 95 | 95 | 97 | 94 | nt | 94 | 96 | -3
Cc1cccc2nc(CSc3nc4ccccc4[nH]3)cn12 | -62 | -29 | ? | ? | 91 | ? | ? | nt | ? | ? | -1
CC(C)(C)c1ccc(-c2cc(C(=O)NNC(=O)Nc3ccccc3)c3ccccc3n2)cc1 | -6 | 2 | 103 | 99 | 99 | 98 | 99 | nt | 98 | 101 | 1
CCc1cccc(NC(=O)Cc2cn(C)c3ccccc23)c1 | -5 | -14 | 101 | 105 | 102 | 105 | 103 | nt | 102 | 105 | -2
CC(=O)NC(Nc1c(C)n(C)n(-c2ccccc2)c1=O)C(Cl)(Cl)Cl (stereo not given) | -18 | 19 | 99 | 94 | 103 | 98 | 95 | -11 | 94 | 99 | 0
Cc1occc1C(=O)NC1CCCc2ccccc21 (stereo not given) | -5 | 12 | 93 | 97 | 101 | 97 | 95 | -35 | 95 | 95 | 0
CCCC(=O)N(CCc1ccc(OC)cc1)Cc1nc2ccccc2c(=O)[nH]1 | -3 | -12 | 98 | 99 | 101 | 101 | 101 | nt | 100 | 103 | -4
COc1cc2c(=O)n(CC3CCCO3)c(=O)n(CC(=O)Nc3ccc(F)cc3F)c2cc1OC (stereo not given) | -2 | 16 | 102 | 103 | 102 | 102 | 104 | nt | 98 | 103 | 3
COC(=O)C1=C(C)N=c2s/c(=C3\C(=O)Nc4ccccc43)c(=O)n2C1c1ccccc1 (stereo not given) | -6 | 23 | 99 | 96 | 120 | 98 | 99 | nt | 97 | 99 | -1
O=C1CCCc2c1nc(-c1cccc(Cl)c1)n2O | 6 | 8 | 97 | 99 | 95 | 99 | 96 | nt | 98 | 102 | 0
Cn1nc(-c2ccc(Cl)cc2)c2cc(C(=O)NCCN3CCOCC3)sc21 | 94* | 11 | ? | ? | 100 | ? | ? | nt | ? | ? | 3
COc1ccccc1CNC(=O)c1ccc(Br)o1 | 6 | 20 | 94 | 99 | 97 | 99 | 99 | nt | 97 | 102 | 0
Cc1ccc(Nc2ncnc3nc[nH]c23)cc1Cl | -17 | 6 | 97 | 95 | 98 | 94 | 96 | nt | 95 | 96 | 1
CCN1C(=O)c2cccc3c(S(=O)(=O)Nc4ccccn4)ccc1c23 | 0 | -4 | 101 | 100 | 96 | 99 | 100 | nt | 97 | 100 | 1
O=C(CSc1c2c(nc3cc(Cl)ccc13)CCCC2)NCCCN1CCOCC1 | -13 | 7 | 95 | 92 | 102 | 95 | 94 | 13 | 94 | 94 | 2
COc1ccc(CCn2c(C)cc(C(=O)CSc3nnnn3-c3ccccc3)c2C)cc1 | -27 | 5 | ? | ? | 101 | ? | ? | -16 | ? | ? | -2
Cc1cccc(N(CC(=O)Nc2ccccc2-c2ccccc2)S(=O)(=O)c2ccccc2)c1C | -7 | 6 | 101 | 101 | 98 | 101 | 101 | 29 | 98 | 100 | 1
CCCC(c1nnnn1Cc1ccccc1)N1CCN(c2ccccc2OC)CC1 (stereo not given) | 0 | 21 | 101 | 103 | 92 | 103 | 102 | -1 | 100 | 106 | -5
CCCCn1c(SCC(=O)Nc2cc(C)on2)nnc1-c1cccnc1 | -14 | -17 | 102 | 102 | 100 | 103 | 103 | 1 | 99 | 102 | 1
CNc1nc(Cl)nc(NC(C)(C)C)n1 | -3 | 2 | 96 | 102 | 101 | 103 | 100 | nt | 99 | 101 | 4
CCC(c1nc2ccccc2c(=O)n1CCN1CCOCC1)N1C(=O)c2ccccc2C1=O (stereo not given) | 1 | 2 | 102 | 98 | 107 | 102 | 102 | nt | 98 | 104 | -3
Cc1c(NP(=O)(c2ccc(Br)cc2)c2ccc(Br)cc2)c(=O)n(-c2ccccc2)n1C | -25 | 8 | 106 | 100 | 101 | 99 | 102 | -2 | 97 | 101 | -3
O=C(O)/C=C/C(=O)Nc1ccccc1-c1ccccc1 | -19 | 17 | 99 | 100 | nt | 100 | 101 | 15 | 102 | 104 | -1
COc1cc(C(=O)OCC(=O)N2CCCCC2C)cc(NC(=O)c2cccs2)c1OC (stereo not given) | -28 | 17 | 98 | 97 | 100 | 96 | 99 | -5 | 93 | 96 | 0
NS(=O)(=O)c1ccc(NC(=S)NCc2ccc3c(c2)OCO3)cc1 | -18 | 16 | 102 | 99 | 94 | 97 | 98 | -18 | 97 | 103 | -7
c1ccc(N2CCN(c3nc4ccccc4[nH]3)CC2)nc1 | -32 | -9 | 95 | 94 | 105 | 98 | 94 | 2 | 98 | 99 | -1
Cc1nnc(SCc2nnc(-c3cccs3)o2)n1Cc1ccccc1 | -22 | 6 | 101 | 98 | 103 | 96 | 101 | -12 | 97 | 96 | -1
CCOC(=O)C1(CC2CC2)CCN(C(=O)c2cc(OC)nc3ccccc23)CC1 | -14 | 9 | 96 | 94 | 99 | 98 | 96 | 1 | 95 | 99 | -4
Cc1ccc(F)cc1NC(=O)c1cccc(N(C)C)c1 | -16 | 18 | 97 | 99 | 98 | 103 | 99 | 14 | 99 | 101 | 0
CC(C)OC(=O)c1c(NC(=O)c2ccco2)sc2c1CCCC2 | 4 | -11 | 98 | 101 | 101 | 99 | 100 | 37 | 98 | 101 | 0
CCc1cccc(NC(=O)CCNS(=O)(=O)c2cccc3nonc23)c1 | -12 | -20 | 101 | 97 | 109 | 94 | 97 | 5 | 94 | 96 | 0
